# FBPA coupling cs – qHTS Assay for Inhibitors of Fructose-1,6-bisphosphate Aldolase from Giardia Lamblia: Coupling assay counterscreen; coupling enzyme system counterscreen, AmpLite Red fluorescence; activity change, negative = inhibition, % at 58.2 µM, hits read low; 290,000 tested, 0.67% active; AID 2472, 2010; in the data active = activity change below about -30%
#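 Counterscreen lacking aldolase: glyceraldehyde-3-phosphate coupling-enzyme reagent preincubated 10 min at RT with compound (at 57.5 uM final), then substrate/coupling system with AmpLite Red added; fluorescence read at 525/598 nm after 20 min RT.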
# hERG WT inh – qHTS for Inhibitors of KCHN2 3.1: Wildtype qHTS; Voltage-gated inwardly rectifying potassium channel KCNH2 (Homo sapiens), Q12809; U2OS, BacMam KCNH2, thallium flux FluxOr; hits give low values; activity change, % at 1.84 µM; 340,000 tested, 0.37% active; AID 720551, 2013;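 active = maximum activity change below -70%; inconclusive = maximum activity change between -70% and -50%; inactive = maximum activity change above -50%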
#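 U2OS cells transduced with wild-type KCNH2 virus are loaded with FluxOr dye for 45 min, and thallium flux is measured in kinetic reads before and after stimulation buffer. Rate constants are normalized to DMSO controls.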
# Giardia kill – Small Molecules that selectively kill Giardia lamblia: qHTS; Giardia lamblia trophozoite viability; activity change, % at 7.66 µM, hits read low; 340,000 tested, 0.15% active; AID 540267, 2011; in the data active = activity change below about -80%; inconclusive = between about -30% and that limit;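 note: parasites exposed to compound for two days anaerobically before the ATP read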
#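 Compounds were tested on trophozoites seeded at 100 cells/well and held 48 hrs at 37 deg C anaerobically. An ATP-based luminescent kit measured the remaining live cells.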
# GALK inhibitor – qHTS Assay for Inhibitors of Human Galactokinase (GALK) | Potency, µM (doses to about 57.5 µM), inactives show top-dose activity change, negative = inhibition, actives largely listed as inhibitors | AID 1868, 2009 | 270,000 tested, 0.007% active | Purified GALK, Kinase-Glo residual ATP luminescence; note: potency is the fitted concentration of half-maximal effect
#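 Luminescence from leftover ATP (Ultra-Glo luciferase/luciferin) served as read-out after a 1 h room-temperature reaction of 5 nM GALK with 35 uM ATP and 100 uM galactose.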
# PKM2 act – qHTS Assay for Activators of Human Muscle isoform 2 Pyruvate Kinase. Pyruvate kinase PKM (Homo sapiens), P14618. purified PKM2, Kinase-Glo ATP luminescence, activation; response scale: 0% is enzyme alone, no compound. Potency, µM (top dose mostly 57.5 µM), for inactives: top-dose activation, hits mostly activators. 260,000 tested, 0.34% active. AID 1631, 2009; note: potency is the fitted concentration of half-maximal effect; nearly all actives have a fitted effect of over 55% in size
# Target sequence (P14618 whole entry, looked up, canonical isoform): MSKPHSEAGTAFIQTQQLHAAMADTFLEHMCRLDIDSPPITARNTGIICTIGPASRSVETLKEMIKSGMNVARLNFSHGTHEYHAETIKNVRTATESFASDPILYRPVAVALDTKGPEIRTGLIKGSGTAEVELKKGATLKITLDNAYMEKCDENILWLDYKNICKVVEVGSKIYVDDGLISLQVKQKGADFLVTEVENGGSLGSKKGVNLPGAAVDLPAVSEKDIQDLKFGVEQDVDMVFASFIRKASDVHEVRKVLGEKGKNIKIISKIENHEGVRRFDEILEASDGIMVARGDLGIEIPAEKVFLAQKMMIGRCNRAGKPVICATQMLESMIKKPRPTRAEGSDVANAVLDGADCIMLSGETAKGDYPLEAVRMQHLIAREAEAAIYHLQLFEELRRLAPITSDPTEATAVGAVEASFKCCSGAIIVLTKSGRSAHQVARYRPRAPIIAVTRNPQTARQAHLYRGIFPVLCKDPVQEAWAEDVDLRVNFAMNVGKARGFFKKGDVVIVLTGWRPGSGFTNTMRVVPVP
#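 hPK-M2, >95% pure; 0.1 mM ADP / 0.5 mM PEP final; imidazole pH7.2 buffer w/ 7 mM MgCl2, 50 mM KCl; 1 h RT; Kinase-Glo lum. Intermediate enzyme activity for dual inhibitor/activator qHTS.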
# KCNH2 3.1 block – qHTS for Inhibitors of KCHN2 3.1: Mutant qHTS | Potassium voltage-gated channel subfamily H member 2, brain isoform KCNH2 3.1 (human) | U2OS KCNH2 3.1, thallium flux FluxOr; hits give low values | activity change, % (tested at about 1.8 µM) | 340,000 tested, 0.95% active;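 active = maximum activity change below -70%; inconclusive = maximum activity change from -70% to -50%; inactive = maximum activity change above -50%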;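 note: thallium influx rate constant from kinetic fluorescence after stimulation buffer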
#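 Channel expression came from 3.1 mutant virus (1.77 x 10^8 /mL) applied to suspended U2OS cells for 4 h. Flux was tracked with FluxOr dye plus Red40 quencher, and kinetic rate constants normalized to controls.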
# B2AR arrestin – qHTS assay of beta-arrestin-biased ligands of beta2-adrenergic receptor; beta-arrestin recruitment to beta2AR, cell-based reporter; AID 492947, 2010; 330,000 tested, 0.02% active; Beta-2 adrenergic receptor (Homo sapiens), P07550; Potency, µM (doses to about 46.1 µM), without a hit: at the top dose activation, most hits filed as activators;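 note: potency is the fitted concentration of half-maximal effect; 0% = DMSO controls and full agonism = EC100 isoproterenol or metaproterenol; nearly all actives have a fitted effect of over 65% in size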
# Target sequence (P07550 whole entry, looked up): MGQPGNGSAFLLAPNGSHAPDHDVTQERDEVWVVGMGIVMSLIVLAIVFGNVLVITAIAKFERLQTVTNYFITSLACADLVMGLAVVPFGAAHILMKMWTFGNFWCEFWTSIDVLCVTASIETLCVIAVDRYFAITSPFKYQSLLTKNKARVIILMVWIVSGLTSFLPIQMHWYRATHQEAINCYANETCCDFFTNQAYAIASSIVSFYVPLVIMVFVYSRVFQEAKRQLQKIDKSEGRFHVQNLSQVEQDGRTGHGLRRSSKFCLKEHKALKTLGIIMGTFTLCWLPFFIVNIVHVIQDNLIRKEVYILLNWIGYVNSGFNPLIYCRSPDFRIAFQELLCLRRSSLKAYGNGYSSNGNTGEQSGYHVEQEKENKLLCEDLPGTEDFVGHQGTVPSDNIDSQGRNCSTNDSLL
# uPA surface inh – qHTS for Inhibitors of Cell Surface uPA Generation; cell surface uPA generation assay, qHTS; Potency, µM (highest dose often 38.3 µM), for the others: top-dose activity change, negative = inhibition, actives largely listed as inhibitors; 330,000 tested, 0.31% active; AID 540303, 2011; active = well fitted inhibition curve with a large enough effect; inconclusive = small, poorly fitted or top-dose-only effect; inactive = no such curve, though single readings can be large or run the other way; tested in mouse RAW 264.7 cells; note: potency is the fitted concentration of half-maximal effect; nearly all actives have a fitted effect of over 55% in size
# USP2a inh – qHTS Assay for Inhibitors of Ubiquitin-specific Protease USP2a Using CHOP2 as the Reporter. Ubiquitin carboxyl-terminal hydrolase 2 (Homo sapiens), O75604. USP2 core, Ub-CHOP2 coupled fluorogenic reporter, 485/531. Potency, µM (top dose mostly 38.3 µM), without a hit: at the top dose activity change, negative = inhibition, most hits filed as inhibitors. 330,000 tested, 0.01% active. AID 463254, 2010;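 note: potency is the fitted concentration of half-maximal effect; plate controls were DMSO wells for no effect and full inhibition by NEM control for full effect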
#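 USP2 core (10nM final) preincubated 30min RT with compound in 20mM Tris-HCl pH 8.0, 2mM CaCl2, 2mM beta-mercaptoethanol, 0.05% CHAPS; 25nM Ub-CHOP2 plus 25nM reporter substrate added, fluorescence (Ex485/Em531) read after 60min.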
# Chronic BCR inh – qHTS Assay to Find Inhibitors of Chronic Active B-Cell Receptor Signaling. 340,000 tested, 0.05% active. Potency, µM (highest dose often 46.1 µM), inactives show at the top dose ratio change, negative = lower green/red ratio, actives largely listed as inhibitors. ABC-DLBCL IkBa-CBG/CBR reporter, luminescence ratio, 4 h. AID 493014, 2011; active = well fitted inhibition curve with a large enough effect in the signal ratio, with a control signal flat, not every such curve was filed as active; inconclusive = small, poorly fitted or top-dose-only effect, or effect the other way, or a change in a side signal; the % refers to the signal ratio;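 note: potency is the fitted concentration of half-maximal effect; plate controls were basal doxycycline-induced cells for no effect and cells given 10 µM MG132 for full effect; MG132 reads +100%, hits lower the ratio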
#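 Doxycycline induced both beetle luciferases in TMD8 lymphoma cells; IKK-driven degradation limits the IkappaBalpha-fused green signal, while red luminescence normalises for cell number and nonspecific effects. Compounds tested up to 46 uM, 4 hrs.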
# Eya2 inh – qHTS Assay for Inhibitors of the Phosphatase Activity of Eya2; Protein phosphatase EYA2 (Homo sapiens), O00167; recombinant Eya2, OMFP fluorescence dephosphorylation (OMFP is methylfluorescein phosphate); Potency, µM (series often up to 76.9 µM), without a hit: at the top dose activity, negative = inhibition, actives largely listed as inhibitors; 330,000 tested, 0.006% active; note: potency is the fitted concentration of half-maximal effect
#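 Eya2 protein (added as 0.2 uM solution) was preincubated with compound for 10 min at ambient temperature in 50 mM HEPES pH 7.5, 50 mM NaCl, 5 uM MgCl2, 0.05% BSA, 1 mM DTT. OMFP (added at 50 uM) then reacted 10 min; fluorescence read at 485/525 nm.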
# The depositor's hits bear a star; ? = inconclusive; / = no result given; [ ] = dose if it differs, or a comment. Unless noted, calls come from the whole dose curve; as a rule, active = well fitted curve in the direction sought with a large enough effect; inconclusive = small, poorly fitted or top-dose-only effect, or another doubt; inactive = no such curve, though single readings can be large; an effect the other way counts as inactive or inconclusive. Unless noted, % is set by controls: 0 for no effect and ±100 for the full control effect.
no.	SMILES	FBPA coupling cs	hERG WT inh	Giardia kill	GALK inhibitor	PKM2 act	KCNH2 3.1 block	B2AR arrestin	uPA surface inh	USP2a inh	Chronic BCR inh	Eya2 inh
1	CC(C)(C)NC(=O)C(c1ccc(Cl)cc1)N(CCO)C(=O)c1snc(C(N)=O)c1N (stereo not given)	2	-2	17	9%	-1%[11.5 µM]	12	-0.1%	-3%	2%	-4%	-5%
2	COc1ccc(C(=O)COC(=O)CN2CC(=O)Oc3ccccc32)cc1Br	-1	-2	1	1%	6%	-3	0.2%	-9%	0%	?	8%
3	O=C(Nc1ccc(CN2CCOCC2)cc1)c1ccc2ccccc2c1	-2	12	3	5%	-4%	18	-0.8%	0%	-5%	2%	1%
4	O=C(CN1CCN(S(=O)(=O)c2ccc(F)c(Cl)c2)CC1)N1CCc2ccccc21	/	3	2	/	/	16	-0.2%	-1%	1%	-1%	21%
5	Cc1ccc(NC(=O)CN2C(=O)S/C(=C\c3cccn3-c3cccc(C(=O)O)c3)C2=O)cc1C	4	5	-16	0%	-1%	-3	0.1%	2%	1%	12%	14%
6	COc1ccc(CCNC(=O)CCN2C(=O)COc3ccccc32)cc1OC	1	-18	21	1%	-4%	-2	-0.1%	-3%	-2%	-1%	4%
7	COC(=O)c1ccc(/C=N\N2CCN(Cc3ccc(C)cc3)CC2)cc1	0	-11	11	0%	3%	-35	-0.1%	/	-2%	-2%	14%
8	Cc1ccccc1NC(=O)Cc1nc(COC(=O)CCC(=O)c2ccccc2)cs1	/	-9	-6	/	/	-7	0.1%	-3%	1%	-2%	-2%
9	CN(Cc1ccccc1)C(=O)COC(=O)C12CC3CC(CC(Br)(C3)C1)C2	/	14	39[activator]	/	/	10	-0.5%	0%	3%	-5%	-6%
10	O=C(COc1ccc(C(=O)c2ccc(F)cc2)cc1)NCc1ccc(F)cc1	0	-6	9	1%	-6%	2	2.2%	-10%	1%	?	19%
11	Cc1c(Cl)cccc1NC(=S)NCC(C)C	1	-6	12	/	-6%	-13	0.3%	-1%	0%	1%	1%
12	CCN(CC)S(=O)(=O)c1ccc2[nH]cc(C(=O)NCCc3ccc(OC)c(OC)c3)c(=O)c2c1	-1	-7	2	-2%	-2%	-12	0.0%	-1%	-1%	?	5%
13	Cc1cc(C(=O)N2CCCC(C(=O)c3cc(F)ccc3F)C2)c(C)o1 (stereo not given)	2	-9	-7	1%	?	-8	-0.8%	-10%	14%	0%	-6%
14	OC(CCN1CCC2(CC1)OCCO2)C(F)(F)F (stereo not given)	0	1	-3	-1%	1%	6	-0.2%	5%	5%	3%	0%
15	CCOC(=O)[C@H]1[C@H]2COc3ccc(Cl)cc3[C@@H]2N2C(=O)CN(CC3CCCO3)C(=O)[C@@]12C (stereo not given in full)	/	/	10	/	/	/	2.8%	10%	-1%	1%	1%
16	Cc1nc2ccc(NC(=O)NC(=O)c3c(Cl)cccc3Cl)cc2o1	0	4	18	-2%	0%	-10	0.2%	-1%	-2%	?	?
17	COc1cc(NS(=O)(=O)c2ccc(NC(=S)NC(=O)COc3ccccc3OC)cc2)nc(OC)n1	15	-7	10	0%	1%	13	0.3%	6%	2%	?	3%
18	COc1cccc(OC)c1C(=O)NNC(=O)c1ccccc1-n1cccc1	1	2	-8	14%	-7%	19	0.0%	1%	1%	3%	12%
19	COc1ccc(Cl)cc1N/C(N)=N/c1nc(C)cc(C)n1	4	2	9	3%	3%	-6	0.1%	0%	3%	?	0%
20	O=C(Nc1ccccc1N1CCOCC1)c1cc(Cl)c2c(c1)OCO2	/	35	28	/	/	5	-0.1%	1%	1%	?	3%
21	CN(C(=O)CSc1cc(Cl)ccc1Cl)C1CCS(=O)(=O)C1 (stereo not given)	/	3	37[activator]	/	/	-36	-0.5%	3%	0%	?	-3%
22	CCN(CC)CCCNC(=O)c1nn(-c2cccc(OC)c2)c(=O)c2ccccc12	3	6	-29	1%	-8%	-21	0.2%	-1%	0%	1%	1%
23	CN(C)S(=O)(=O)c1cccc(-c2nnc(-c3ccccc3)o2)c1	0	-12	-2	4%	-2%	-5	0.2%	/	6%	-1%	-4%
24	COC(=O)[C@H](CCSC)NC(=O)N1CCN(c2cccc(C(F)(F)F)c2)CC1	0	7	-6	0%	2%	5	-0.4%	/	-3%	-5%	0%
25	Cc1ccc(OCC(=O)NN2C(=O)c3ccccc3C2=O)c(C)c1	1	5	-20	-2%	1%	5	0.0%	2%	0%	5%	2%
26	CC(=O)C(C)Oc1ccc(Cc2ncc(C(F)(F)F)cc2Cl)cc1 (stereo not given)	-2	-15	1	0%	-2%	-7	0.4%	4%	1%	-1%	-22%
27	N#CNC(=Nc1cccc(Cl)c1)Oc1ccccc1	1	5	-6	3%	-1%	6	-0.5%	-30%	-1%	1%	-2%
28	Cc1ccc(SCC(=O)N2c3ccccc3Sc3ccccc32)cc1	-1	-5	1	-1%	0%	-27	0.0%	8%	-4%	16%	-10%
29	CCN(CC)S(=O)(=O)c1cc(NC(=O)C(C)OC(=O)c2[nH]c(C)c(C(C)=O)c2C)ccc1C (stereo not given)	0	7	2	0%	-10%	-13	4.8%	?	-5%	1%	-1%
30	COc1cccc(/C=N/Nc2ncnc3scc(-c4ccccc4)c23)c1OC	1	-8	4	2%	16%	-22	-0.1%	-11%	2%	?	-19%
31	CC(C)NC(=O)c1sc(=S)n2c1[nH]c(=O)c1ccc(C(=O)NCCc3ccc(Cl)cc3)cc12	/	5	-27	-27%	/	-7	-0.3%	-7%	0%	-2%	9%
32	Cc1cc(NC(=O)c2ccco2)no1	1	0	8	0%	0%	1	0.0%	3%	-1%	18%	6%
33	COc1ccc(CCNC(=O)c2cc(=O)n(C)c(=O)n2C)cc1OC	-1	-2	-16	-1%	-9%	14	-0.3%	1%	2%	-14%	-5%
34	COc1ccc(NS(=O)(=O)c2cccc(NC(=O)c3cnccn3)c2)cc1Br	-2	-2	-8	-1%	2%	-1	0.6%	-7%	1%	-3%	9%
35	Cc1ccc(NC(=O)CN(C)C(=O)/C=C/c2cccc(F)c2)cc1	4	-3	3	0%	-5%	9	-0.5%	5%	-1%	-4%	5%
36	CCn1c(-c2cccnc2Cl)nc2cc(Cl)c(Cl)cc21	2	14	10	1%	8%	-25	0.1%	/	0%	-28%	1%
37	COc1ccc(C(NC(=O)/C=C/c2ccco2)c2ccc(OC)cc2)cc1	1	2	10	-1%	?	-8	0.7%	-22%	1%	5%	3%
38	COc1cccc(-c2noc(Cn3nc(C)c([N+](=O)[O-])c3C)n2)c1	-2	0	19	-2%	-4%	-10	-0.4%	9%	1%	-8%	2%
39	Cc1ccccc1SCC(=O)Nc1ccc(N2CCOCC2)cc1	1	-1	-4	6%	0%	-13	0.0%	-2%	1%	-23%	-19%
40	O=c1[nH]c2c(cc1CNCCN1CCOCC1)c(-c1cccc(F)c1)nn2-c1ccccc1	0	/	/	2%	-1%	/	-0.3%	/	4%	1%	25%
41	O=C(O)CSCC(=O)Nc1ccccn1	3	2	21	-1%	-5%	6	-0.3%	2%	-2%	0%	-18%
42	O=S(=O)(Cc1cc(-c2ccccc2)no1)c1ccccc1	0	-4	-4	7%	-4%	0	0.1%	3%	0%	?	-2%
43	COc1ccc(NC(=O)CSc2ncnc3sc(C)cc23)cc1	1	2	21	13%	-1%	5	0.3%	1%	1%	-1%	-12%
44	CC(C)CN1CCN(Cc2c[nH]c3ccccc23)CC1CCO (stereo not given)	0	2	1	-1%	-1%	4	3.3%	-2%	3%	-3%	-1%
45	COc1ccc(S(=O)(=O)N2CCC(=O)N2)cc1	-1	1	3	-1%	-1%	-3	-1.0%	2%	1%	-7%	-7%
46	COc1ccc(CN(Cc2ccccn2)C(=O)CN2C(=O)C(C)Oc3ccccc32)cc1 (stereo not given)	3	-4	22	-1%	6%	12	-0.8%	/	-1%	-1%	1%
47	Cc1c(Cl)cccc1NC(=O)CSc1nc2c(c(=O)[nH]1)CCCC2	5	/	/	/	-9%	/	-0.1%	/	1%	?	-1%
